N370S GC – inhibitors or activators of N370S glucocerebrosidase for Gaucher disease. P04062. N370S GC spleen homogenate, 4MU-glucoside fluorescence. Potency, µM (series often up to 59.4 µM), without a hit: at the highest dose activity change, negative = inhibition, usual class: inhibitors. actives 0.092% (n = 330,000). AID 2101;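 further: 0% = full enzyme activity and -100% = no enzyme basal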
FEN1 inhibitor – inhibitors of human flap endonuclease 1; actives 0.35% (n = 390,000); Potency, µM (top dose mostly 114 µM), without a hit: top-dose activity change, negative = inhibition, hits mostly inhibitors; P39748; AID 588795; Recombinant FEN1 flap cleavage, fluorescence, 15 min; further: nearly all actives have a fitted effect of over 65% in size
Target sequence (P39748 whole entry, looked up): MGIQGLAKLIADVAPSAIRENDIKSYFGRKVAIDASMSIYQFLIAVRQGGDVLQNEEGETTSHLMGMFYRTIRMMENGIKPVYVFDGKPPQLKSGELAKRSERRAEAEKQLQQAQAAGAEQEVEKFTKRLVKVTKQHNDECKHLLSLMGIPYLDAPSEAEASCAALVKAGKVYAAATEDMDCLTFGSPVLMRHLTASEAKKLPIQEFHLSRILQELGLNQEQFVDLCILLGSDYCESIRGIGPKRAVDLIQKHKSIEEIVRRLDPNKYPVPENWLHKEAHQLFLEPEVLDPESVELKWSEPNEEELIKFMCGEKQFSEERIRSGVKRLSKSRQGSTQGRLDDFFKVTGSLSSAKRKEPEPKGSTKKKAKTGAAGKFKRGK
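FEN1 at 10 nM, compound pretreatment for 15 min (room temperature), 50 nM final substrate to initiate; endpoint reads at 0 and 15 min; DMSO-only plates used as vehicle background.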
TDP1 inh – TDP1 (human) enzyme inhibition; Potency, µM (series often up to 130 µM), without a hit: at the top dose activity change, negative = inhibition, usual class: inhibitors; AID 485290; actives 0.28% (n = 350,000); recombinant TDP1, AlphaScreen DNA substrate cleavage; Q9NUW8; further: nearly all actives have a fitted effect of over 40% in size
Target sequence (Q9NUW8 whole entry, looked up): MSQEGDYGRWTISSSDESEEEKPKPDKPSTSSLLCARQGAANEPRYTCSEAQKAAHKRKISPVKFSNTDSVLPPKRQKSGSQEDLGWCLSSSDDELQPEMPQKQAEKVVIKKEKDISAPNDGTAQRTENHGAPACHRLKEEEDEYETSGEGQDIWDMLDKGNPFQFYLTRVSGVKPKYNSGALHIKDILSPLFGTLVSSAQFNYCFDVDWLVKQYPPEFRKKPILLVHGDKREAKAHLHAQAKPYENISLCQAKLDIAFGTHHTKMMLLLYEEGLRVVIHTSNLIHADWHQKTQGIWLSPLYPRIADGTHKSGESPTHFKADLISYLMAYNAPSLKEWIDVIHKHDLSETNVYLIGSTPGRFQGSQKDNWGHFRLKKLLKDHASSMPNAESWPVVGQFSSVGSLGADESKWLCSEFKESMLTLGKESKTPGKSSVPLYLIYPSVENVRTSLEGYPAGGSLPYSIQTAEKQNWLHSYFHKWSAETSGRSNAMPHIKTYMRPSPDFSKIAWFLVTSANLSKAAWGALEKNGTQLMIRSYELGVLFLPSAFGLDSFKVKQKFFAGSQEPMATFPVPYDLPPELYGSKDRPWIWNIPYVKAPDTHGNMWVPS
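AlphaScreen read-out: signal falls as enzyme removes the 3' tyrosine-FITC from a 5'-biotinylated DNA oligo (15 nM, 5 min, RT). Enzyme was E. coli-made recombinant Tdp1 at 1 nM, exposed to compound for 15 min beforehand; beads 10 ug/ml, 10 min.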
* marks the source's active call; other numbers are inactive results; ? = inconclusive; / = not tested or not shown; [ ] = dose if it differs, or a comment. The call rests on the fitted dose curve; in most records, active means well fitted curve in the direction sought with a large enough effect; inconclusive means small, poorly fitted or top-dose-only effect, or another doubt; inactive means no such curve, though single readings can be large; an effect the other way counts as inactive or inconclusive. Unless noted, on the % scale 0 is the no-effect control and ±100 the full control effect; potency means the concentration at half of the fitted maximal effect. Compounds as they come; 0.53% or so of the library scored in one or more.

SMILES | N370S GC | FEN1 inhibitor | TDP1 inh
CC(=O)c1cccc(NC(=O)N2CCCC2C(=O)NCc2ccc(C)cc2)c1 (stereo not given) | 0% | 0% | -3%
O=C(NCC(c1ccco1)N1CCc2ccccc21)c1c(F)cccc1F (stereo not given) | -3% | 5% | /
CCCOc1cccc(C2C(C(=O)c3cc4ccccc4o3)=C(O)C(=O)N2c2cc(C)on2)c1 (stereo not given) | -1% | 11% | 7%
S=C1NC=NC2N=CNC12 (stereo not given) | 1% | / | 14µM*
O=S(=O)(CCc1ccncc1)Cc1ccc2c3c(cccc13)CC2 | 6% | -13% | /
COc1ccc(C(=O)N/C(=C\c2cn(S(=O)(=O)N(C)C)c3ccccc23)C(=O)N2CCN(C)CC2)cc1 | -5% | -19% | 3%
O=C1/C(=C\c2ccc(-c3ccccc3Cl)o2)SC(=S)N1CC1CCCO1 (stereo not given) | -1% | 2% | 9%
Cc1cc(Cl)ccc1NC(=O)CN1C(=O)C(=O)c2ccccc21 | / | 13% | 3%
Cc1ccc(OCC(=O)N/N=C/c2cn(Cc3ccccc3)c3ccccc23)cc1 | -9% | -13% | 8%
Cc1cccn2c(=O)c3cc(S(=O)(=O)c4ccccc4)c(=N)n(Cc4ccco4)c3nc12 | 1% | 4% | 1%
Clc1cc(Br)ccc1OCCN1CCOCC1 | 5% | 1% | -6%
Cc1c(C(=O)Nc2ccc(-c3nc4cc(Cl)ccc4o3)cc2)oc2ccccc12 | / | 1% | -2%[12.3 µM]
COc1cc(CC(=O)OCC(=O)NC2CCCCC2C)cc(OC)c1OC (stereo not given) | / | -17% | 0%
CC1(C(=O)OCC(=O)Nc2ccc(S(=O)(=O)N3CCOCC3)cc2)CC1(Cl)Cl (stereo not given) | / | 2% | 0%
CCSc1sccc1C1C(C#N)=C(N)N(c2cccnc2)C2=C1C(=O)CC(C)(C)C2 (stereo not given) | -3% | -10% | 10%

The last four entries of the part above are carried over, then new ones follow.
SMILES | N370S GC | FEN1 inhibitor | TDP1 inh
Cc1c(C(=O)Nc2ccc(-c3nc4cc(Cl)ccc4o3)cc2)oc2ccccc12 | / | 1% | -2%[12.3 µM]
COc1cc(CC(=O)OCC(=O)NC2CCCCC2C)cc(OC)c1OC (stereo not given) | / | -17% | 0%
CC1(C(=O)OCC(=O)Nc2ccc(S(=O)(=O)N3CCOCC3)cc2)CC1(Cl)Cl (stereo not given) | / | 2% | 0%
CCSc1sccc1C1C(C#N)=C(N)N(c2cccnc2)C2=C1C(=O)CC(C)(C)C2 (stereo not given) | -3% | -10% | 10%
CN1CCSc2ccc(C(=O)Nc3cccc(F)c3)cc21 | -12% | -10% | /
Cc1cc(C(=O)Nc2ccccc2C(F)(F)F)no1 | 5% | -7% | 6%
CCc1nc(Nc2ccc3c(c2)OCO3)c2oc3ccccc3c2n1 | 16% | -9% | 3%
CCOC(=O)C1=C(COC(=O)c2sccc2C)NC(=O)NC1C (stereo not given) | / | 14% | 0%
CCCCc1nc2c(C)c(N)cnc2n1Cc1cccc([N+](=O)[O-])c1 | 2% | 11% | /
O=C(OCC(=O)c1c[nH]c2ccccc12)c1ccc([N+](=O)[O-])s1 | 3% | ? | -5%
O=C1CC(c2ccc(Cl)cc2)n2nc(N3C(=O)c4ccccc4C3=O)nc2N1 (stereo not given) | 3% | -3% | -6%
Cc1ccc2nc(-c3ccc(C)o3)c(Nc3ccc(F)cc3)n2c1 | / | -12% | 1%
COc1ccc(OC)c(C(=O)NC(CC(N)=O)c2ccc(N3CCCCCC3)c([N+](=O)[O-])c2)c1 (stereo not given) | -2% | 13% | /
O=C(c1ccccc1)N(NC(=O)C(O)(c1ccccc1)c1ccccc1)c1cccc(F)c1 | 4% | -3% | 3%
O=S(=O)(c1ccc(Cl)cc1)n1ccc(-c2cccc(OCc3c(F)cccc3Cl)c2)n1 | -1% | -10% | 0%
C=CCNC(=O)c1ccc(-n2cccc2)cc1 | -13% | -2% | 0%
COc1ccc(CNC(=O)C(C)N2C(=O)NC3(CCCCCCC3)C2=O)cc1 (stereo not given) | 2% | -1% | 2%[0.505 µM]
Cc1ccccc1NC(=O)CSC(N)=O | 2% | 4% | 7%
CCOc1cc(-c2nc(-c3ccccc3OC)no2)cc(OCC)c1OCC | 6% | -7% | -1%
O=C(Nc1ccc(N2CCOCC2)nc1)c1c(F)cccc1F | 26% | 0% | -3%
Cc1ccc(-c2n[nH]c3c2C(c2ccccc2)N(c2ccc(C(=O)O)cc2)C3=O)cc1 (stereo not given) | 7% | -7% | /
COc1ccc(NC(=S)N2CCN(Cc3cccc(F)c3)CC2)c(OC)c1 | -18% | 3% | 2%
C=CCn1c(SCc2ccc(OC)cc2)nnc1-c1cccnc1 | 3% | -9% | 3%
CSc1nc(C)cc(OCCO)n1 | -13% | 0% | 2%
Brc1cccc(Cn2c(-c3cncs3)nc3ccccc32)c1 | 3% | 2% | -5%
Cc1ccc(C)c(NC(=O)C(c2ccccc2)N2CCOCC2)c1 (stereo not given) | 2% | 0% | 0%
C=CCNc1c2c(nc3ncnn13)CC(C)CC2 (stereo not given) | 0% | -4% | 3%
Cc1cc(C)nc(NC(=O)CN2C(=O)c3ccccc3S2(=O)=O)n1 | 3% | 7% | 1%
Cc1cccc(NC(=O)CN2CCN(C(=O)C3CCC3)CC2)c1C | / | -2% | -2%[56.1 µM]
COCCNc1ncnc2nc[nH]c12 | -14% | -4% | 2%
COC(=O)c1cccc(NC(=O)NC(=O)c2ccccc2Cl)c1 | -2% | 11% | -2%
COc1ccc(C(=O)N(CC2CCCO2)C(C(=O)NC2CCCC2)c2ccc(C)cc2)cc1OC (stereo not given) | -4% | -4% | 3%
NC(=O)NCc1ccc(Cl)cc1 | 2% | 2% | 1%
CCN(CC)S(=O)(=O)c1cc(C(=O)Nc2cc(C)on2)c(Cl)cc1Cl | 2% | -2% | 2%
CCOC(=O)c1ccc(N2C(=O)c3n[nH]c(-c4ccco4)c3C2c2cccc(OC)c2)cc1 (stereo not given) | / | -18% | 9%
Cc1ccc(CN2CCC(CNC(=O)c3cnn(-c4ccc(C)cc4)c3C3CCN(C(=O)OC(C)(C)C)CC3)CC2)cc1 | / | -23% | 3%
COc1ccc(/C=C(\NC(=O)c2ccccc2)C(=O)NCCC(=O)O)cc1 | 0% | 2% | -6%
O=C(O)/C=C/C(=O)Nc1ccc(OCc2ccccc2)cc1 | 10% | -1% | /
COc1ccc(/C=C\C(=O)NC2CC(=O)N(c3ccccc3)C2)cc1OC (stereo not given) | / | 5% | 5%
Cc1ccc(-n2c(=O)cc(N3CCC(C)CC3)[nH]c2=O)cc1 | 4% | -13% | -10%
N#Cc1ccc(-c2ccco2)nc1SCC(=O)c1ccc(Cl)cc1 | 11% | 1% | -3%
C/C(CC(=O)Nc1ccc2c(c1)OCO2)=N\NC(=O)c1ccccc1N | 6% | -16% | 1%
CCOC(=O)C1(CCc2ccccc2)CCN(C(=O)CCn2cnnn2)CC1 | 3% | 0% | /
Cc1[nH]c(=O)[nH]c1CN1CCCCC1 | 6% | / | -1%
Cc1ccc2c(C)[nH]c(=O)cc2c1 | -9% | -2% | -6%
C/C(=N/OC(=O)c1c(F)cccc1F)c1nccs1 | -1% | 14% | -3%
COc1ccc(NC(=O)CCCNC(=O)c2ccc(Cl)cc2)c(OC)c1 | -4% | -10% | 0%
CCC1Nc2ncnc(N3CCOCC3)c2N(Cc2ccc(Br)cc2)C1=O (stereo not given) | / | 10% | 0%
CSc1nc2ccc(NC(=O)c3ccc(Cl)s3)cc2s1 | -6% | 19% | /
O=C(Nc1ccc(S(=O)(=O)N2CCOCC2)cc1)c1c(F)cccc1F | -2% | 11% | 11%
COc1ccccc1-c1n[nH]c2c1[C@H](C)CC[C@H]2C(C)C | 2% | -27% | 2%
CCC(C)NC(=O)CSc1nc2ccccc2c(=O)n1Cc1ccc(OC)cc1 (stereo not given) | 1% | -8% | -5%
Cc1ccn2c(=O)cc(C)nc2c1 | -1% | -8% | 2%
COc1cccc(OCC(=O)N(C)Cc2nc(-c3cccc(C)c3)no2)c1 | -11% | -7% | -20%
O=C(Nc1ccnn1C1CCN(C/C=C/c2ccccc2)CC1)c1ccccc1 | 0% | -9% | 4%[56.1 µM]
CCN(CC)S(=O)(=O)N1CCC(C(=O)NC2CCCc3ccccc32)CC1 (stereo not given) | 9% | 1% | 5%
N/C(=N\OC(=O)CSc1ccccc1)c1ccncc1 | -14% | 1% | 1%
Cc1cc(=O)[nH]c(Nc2cccc(Cl)c2C)n1 | 10% | -4% | /
CNC(=O)c1ccc(-c2sc3nc(N4CCOCC4)c4c(c3c2N)CC(C)(C)OC4)o1 | -19% | -20% | 2%
CCN1CCN(C(=O)C2CCN(Cc3cc(Cl)ccc3O)CC2)CC1 | -5% | 21% | -8%
O=C1CN(C(=O)COC(=O)CNS(=O)(=O)c2ccccc2)c2ccccc2N1 | 2% | -3% | -1%
CC(C)C(=O)Nc1nnc2n1CCS2 | / | -2% | 7%
COc1ccc(-n2c(SCC(=O)N3CCc4ccccc43)nnc2-c2c[nH]c3ccccc23)cc1 | 1% | -11% | 0%
Cc1ccc(CNC(=O)COC(=O)CSc2cc(C)c(Br)cc2C)cc1 | -15% | -14% | -4%

Single records (already shown). Order of values: N370S GC	FEN1 inhibitor	TDP1 inh
Cc1ccn2c(=O)cc(C)nc2c1 in the list: -1%	-8%	2%
COc1cccc(OCC(=O)N(C)Cc2nc(-c3cccc(C)c3)no2)c1 in the list: -11%	-7%	-20%
Cc1cc(=O)[nH]c(Nc2cccc(Cl)c2C)n1 in the list: 10%	-4%	/
O=C(Nc1ccc(S(=O)(=O)N2CCOCC2)cc1)c1c(F)cccc1F in the list: -2%	11%	11%
CCN1CCN(C(=O)C2CCN(Cc3cc(Cl)ccc3O)CC2)CC1 in the list: -5%	21%	-8%

Next part
SMILES | N370S GC | FEN1 inhibitor | TDP1 inh
CC(=O)N1CC=C2C(C#N)=C(N)C(C#N)(C#N)C(CCc3ccccc3)C2C1 (stereo not given) | -10% | 3% | 2%
COC(=O)c1ccc(NC(=O)c2ccc(NC(=O)C3CCCO3)cc2)cc1 (stereo not given) | -7% | -4% | 3%
CCCCOC(=O)/C(=C/c1cn(C)c2ccccc12)NC(=O)c1ccc(OC)cc1 | 2% | 4% | 1%
COc1cc(CN2CCNC(=O)C2CC(=O)N(C)CCCN2CCOCC2)cc(OC)c1 (stereo not given) | 2% | 15% | 7%
COC(=O)c1c(NC(=O)CN2C(=O)C(=O)N(CC(C)C)C2=O)sc2c1CCCCC2 | 5% | -8% | 0%
CN(Cc1ccccc1)CC(O)COc1ccc(CNCCCOc2cccnc2)cc1 (stereo not given) | -3% | 0% | 5%
CCOC(=O)N1CCN(C(=O)/C=C/c2cccc([N+](=O)[O-])c2)CC1 | -2% | -5% | 3%
COC(=O)CN1C(=S)N(c2ccc(Cl)cc2)C(=O)C1CC(=O)Nc1ccc(F)cc1 (stereo not given) | 8% | -5% | 3%
O=C(CCNS(=O)(=O)c1ccccc1)OCC(=O)c1ccc(Cl)cc1 | -1% | -19% | /
O=S(=O)(Nc1ccccc1O)c1cccc2cccnc12 | 15% | 10% | -1%
COc1ccc(-n2ccnc2)cc1 | -3% | 24% | 0%
O=C(CC1C(=O)NCCN1Cc1ccccc1C(F)(F)F)NC1CCCCC1 (stereo not given) | -8% | 14% | 1%
CCOC(=O)CSC1=C(C#N)C(c2ccccc2F)C(C(C)=O)=C(C)N1 (stereo not given) | 4% | -13% | -2%
Cc1cc(C(F)(F)F)nc(NCc2ccc(F)cc2)n1 | 20% | -20% | -2%
CCOC(=O)/C=C/C(=O)Nc1ccc(S(=O)(=O)N(C)c2ccccc2)cc1 | -2% | -5% | 0%
Cc1cc(N2CCCCC2)nc2ccc(NC(=O)CCC(=O)N3CCN(c4cccc(Cl)c4)CC3)cc12 | / | -11% | 3%
O=C1C2C3CCC(C3)C2C(=O)N1c1ccc2ccccc2c1 (stereo not given) | -3% | 10% | /
CCCCSc1nnc(CCC)n1N | -30% | -4% | 1%
O=C(Nc1ccc(S(=O)(=O)N2CCCCC2)cc1)c1ccncc1 | -1% | 0% | 5%
COc1ccc(NS(=O)(=O)c2cccc(Cl)c2Cl)cc1S(=O)(=O)N1CCCCC1 | -3% | -8% | 3%
COC(=O)c1cnc(NCc2ccc(F)cc2)c2ccccc12 | / | -9% | 3%
C[C@H]1COC(=O)[C@@H](CC(=O)OC(C)(C)C)C/C=C\C[C@@H](CC(=O)N(CCO)Cc2ccccc2)C(=O)N1 | / | 16% | 0%
COc1ccc(N2CCN(CCNC(=O)CCC(=O)NNc3nc4ccccc4c4nc(C)nn34)CC2)cc1 | -5% | -11% | 1%
CC(C)CN1C(=O)NC(NC(=O)c2ccco2)(C(F)(F)F)C1=O (stereo not given) | 4% | 3% | 5%
CCCOc1ccc(C(C)=O)cc1Cc1c(O)nc(SC)[nH]c1=O | -2% | 0% | /
O=C(Nc1ccc(N2CCCC2)cc1)c1ccc2ccccc2c1 | 8% | -12% | 2%

Compound activity: PubChem, National Center for Advancing Translational Sciences (NCATS)
